MEKK2 mut-MEK5 – signal of MEK5 binding to mutant human MEKK2 PB1 domain | bead flow cytometry, Alexa488-MEK5 binding to MEKK2 mutant | percent response, % at 10 µM | actives 0.35% (n = 290,000) | AID 1530; in the data active = percent response above about 24%, passing the limit was not always enough; note: inactives centre near 1; some results filed as inactive read as strong as hits
VIM-2 inh – blocks Pseudomonas aeruginosa VIM-2 metallo-beta-lactamase; purified VIM-2, nitrocefin hydrolysis, epi-absorbance fluorescence; inhibition, % at 5.6 µM; actives 0.89% (n = 290,000); AID 1527;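 active = inhibition above the mean of all tested compounds plus 3 SD, cutoff set per screening run, cut at about 7.5% in these data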;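 note: red hydrolysis product quenches plate fluorescence so inhibitors raise well fluorescence; 0% = enzyme with DMSO and 100% = DMSO without enzyme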
DNA FID counter – fluorescent intercalator displacement, NS3 helicase counter-screen. actives 0.17% (n = 290,000). inhibition, % at 7.9 µM. DNA fluorescent intercalator displacement, fluorescence; in the data active = inhibition above about 37%;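 note: 0% = vehicle and 100% = reference compound; higher means more ethidium bromide displaced from hairpin DNA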
IMP-1 inh – blocks Pseudomonas aeruginosa IMP-1 metallo-beta-lactamase; purified IMP-1, nitrocefin hydrolysis, epi-absorbance fluorescence; inhibition, % at 5.6 µM; actives 0.45% (n = 290,000); AID 1556;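 active = inhibition above the mean plus 3 SD of all compounds in the same screening run, cut at about 4.5% in these data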;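 note: 0% = IMP-1 with DMSO and 100% = DMSO wells lacking enzyme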
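System: purified IMP-1; amount: IMP-1 0.2 nM before substrate addition; compound: single dose, 5.6 µM; times: 25 °C, 15 min preincubation, 25 min reaction; signal: Epi-absorbance via hydrolysed-nitrocefin quenching of white-plate fluorescence, 480/530 nm, EDTA stop; benchmarks: DMSO with and without IMP-1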
MEKK2 WT-MEK5 – raises or lowers MEK5 binding to wildtype human MEKK2 PB1 domain; Q9Y2U5; bead flow cytometry, Alexa488-MEK5 binding to MEKK2 WT; actives lie on both sides; binding response (% of control), % at 10 µM; actives 1.1% (n = 290,000); AID 1531; in the data active = binding response below about 67% or above about 130%
PfM18AAP inh – blocks P. falciparum M18 aspartyl aminopeptidase | recombinant PfM18AAP, H-Glu-NHMec fluorogenic cleavage | inhibition, % at 7.35 µM | actives 1.2% (n = 290,000) | AID 1822;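 active = inhibition above the campaign mean inhibition over all tested compounds plus 3 SD, cut at about 28% in these data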;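 note: 0% = plate median of test compound wells and 100% = 2 mM ZnCl2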
HCV NS3 hel inh – inhibitors of Hepatitis C virus NS3 helicase | actives 0.56% (n = 290,000) | NS3 helicase DNA unwinding, Cy5 molecular beacon fluorescence | inhibition, % at 10.9 µM;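 active = inhibition above the mean of all tested compounds plus 3 SD, set per campaign, cut at about 35% in these data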;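 note: 0% = DMSO wells and 100% = thioflavine S control wells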
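Test system: hepatitis C virus NS3 helicase domain fragment enzyme. Also added: annealed dual-labelled DNA beacon duplex, ATP-started. Timing: 60 min unwinding reaction at 25 °C after ATP addition. Technique: Cy5 fluorescence. Measure: % inhibition of unwinding.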
UBC9 SUMO inh – inhibitors of human SUMOylation (UBC9); actives 0.36% (n = 290,000); inhibition, % at 35 µM; HTRF SUMOylation assay, SAE1/SAE2 + UBC9, in vitro; P63279; in the data active = inhibition above about 50%, passing the limit was not always enough; note: strong numbers were not always called active
Target sequence (P63279 whole entry, looked up): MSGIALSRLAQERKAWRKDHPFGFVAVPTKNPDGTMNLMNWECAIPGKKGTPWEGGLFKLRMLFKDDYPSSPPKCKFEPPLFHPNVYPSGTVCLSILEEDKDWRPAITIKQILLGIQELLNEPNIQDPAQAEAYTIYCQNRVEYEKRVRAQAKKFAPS
NALP1 inh – inhibitors of NALP1 inflammasome in yeast; S. cerevisiae NALP1/ASC/caspase-1 growth, X-gal OD620, 72 h; inhibition, % at 10 µM; actives 0.61% (n = 280,000); in the data active = inhibition mostly above about 24%, no sharp cut-off; inactive = mostly below about 32%; note: some compounds called inactive have numbers as strong as hits
An asterisk follows results filed as active; . = not tested or not shown; [ ] = another dose, or the depositor's remark.

SMILES	MEKK2 mut-MEK5	VIM-2 inh	DNA FID counter	IMP-1 inh	MEKK2 WT-MEK5	PfM18AAP inh	HCV NS3 hel inh	UBC9 SUMO inh	NALP1 inh
Cc1ccc(S(=O)(=O)c2nc(S(C)(=O)=O)sc2N2CCC3(CC2)OCCO3)cc1	8	-0.5	-43	-1.2	107	-6	2	22	8
COCCNC(=O)c1ccc2c3n(nc2c1)-c1ccc(Cl)cc1CO3	4	.	.	.	100	.	.	16	-3
O=C(N=Nc1c(O)[nH]c2ccccc12)c1cc(NS(=O)(=O)c2cccs2)cc(NS(=O)(=O)c2cccs2)c1	-7	1.4	0	-1.5	72	-16	9	32	7
Cn1ccnc1SCC(=O)N1CCc2ccccc21	10	2.1	-1	-1.5	108	-4	4	18	10
O=c1c2ccccc2oc2cc(OCc3ccc(F)cc3)cc(O)c12	8	-1.0	-2	-1.9	106	4	8	10	-4
CC(C)N1CCN(Cc2ccc3c(c2)Cc2ccccc2-3)CC1CCO (stereo not drawn)	-2	-3.1	22	-1.2	98	10	-20	17	2
O=C1NC(=O)C(Cc2cccc(Oc3ccccc3)c2)S1 (stereo not drawn)	5	-0.8	-25	-2.8	109	-1	25	8	-4
Cc1nn2c(COc3ccc(NC(=O)c4ccccc4Cl)cc3)nnc2c2ccccc12	0	-1.6	-9	-4.2	107	-1	4	-6	26
Cc1cc(C)c(C#N)c(SCC2COc3ccccc3O2)n1 (stereo not drawn)	3	-1.5	-2	-5.6	107	-4	-2	6	9
CC(=O)c1c(C)nc2nonc2c1N	.	-1.4	0	-3.4	.	8	-1	24	4
Cc1ccc(/C=N/Nc2cn[nH]c(=O)n2)o1	-9	-6.8	-1	-2.9	97	48*	11	-14	4
CSc1cccc(NC(=O)CN(c2ccc(C)cc2C)S(C)(=O)=O)c1	6	0.9	-18	-1.4	100	-3	-10	-2	-12
O=C(CCN1CCCCC1)N/N=C/c1c[nH]c2ccccc12	-4	-1.1	-2	0.7	106	-5	-9	10	.
CCn1c(SCC(=O)N/N=C/C=C\c2ccccc2[N+](=O)[O-])nc2ccccc21	-4	-2.6	-16	-3.1	97	8	-7	-2	21
N#C/C(=C/c1ccc(CNS(=O)(=O)c2ccccc2)o1)C(N)=O	-1	-2.9	0	-1.9	97	-1	3	-6	11
Cc1cc(C)c(C)c(OCCCCn2cnc3ccccc3c2=O)c1	8	-0.4	-15	-2.1	111	0	-6	-11	2
Oc1ccccc1-c1cc(C(F)(F)F)nc(-c2ccccc2)n1	-4	-1.4	-1	-0.5	92	-2	-5	1	2
Cc1cc(C(C)(C)C)cc(C)c1S(=O)(=O)N1CCN(C(=O)c2cc([N+](=O)[O-])c[nH]c2=O)CC1	-3	-3.6	-52	-2.1	100	2	2	0	3
CSCCC(NC(=O)/C(=C/c1ccc2c(c1)OCO2)NC(=O)c1cccc([N+](=O)[O-])c1)C(=O)O (stereo not drawn)	12	-2.6	-25	-2.1	102	9	22	15	11
COc1ccc(NC(=O)CN(C)CC(=O)Nc2cccc(F)c2)cc1Cl	-2	-1.3	-13	-2.8	99	-10	-3	-2	-10
OCC1(Cc2ccc(F)cc2F)CCCN(CCCc2ccccc2)C1 (stereo not drawn)	9	-1.1	9	-0.7	114	0	-16	10	4
COc1cc(C(=O)N(c2ccc(C)c(C)c2)C2C=CS(=O)(=O)C2)cc(OC)c1OC (stereo not drawn)	6	-0.7	-23	-2.2	110	-9	-11	0	5
CCCn1c(Cc2ccccc2)n[nH]c1=S	-3	-3.7	-5	-4.0	93	21	0	-2	-6
O=C(COC(=O)Cc1ccc(Cl)cc1)Nc1ccc(OC(F)F)cc1	15	-1.1	0	-1.2	107	0	-11	4	20
CC(=O)c1cccc(NC(=O)c2cc(-c3ccco3)on2)c1	7	0.6	-20	-2.5	105	0	5	4	12

2 compounds from above, limited to MEKK2 mut-MEK5.
| molecule | MEKK2 mut-MEK5 |
| --- | --- |
| Cc1cc(C)c(C)c(OCCCCn2cnc3ccccc3c2=O)c1 | 8 |
| Oc1ccccc1-c1cc(C(F)(F)F)nc(-c2ccccc2)n1 | -4 |

The main list resumes, repeating the 3 entries before the break.
SMILES	MEKK2 mut-MEK5	VIM-2 inh	DNA FID counter	IMP-1 inh	MEKK2 WT-MEK5	PfM18AAP inh	HCV NS3 hel inh	UBC9 SUMO inh	NALP1 inh
CCCn1c(Cc2ccccc2)n[nH]c1=S	-3	-3.7	-5	-4.0	93	21	0	-2	-6
O=C(COC(=O)Cc1ccc(Cl)cc1)Nc1ccc(OC(F)F)cc1	15	-1.1	0	-1.2	107	0	-11	4	20
CC(=O)c1cccc(NC(=O)c2cc(-c3ccco3)on2)c1	7	0.6	-20	-2.5	105	0	5	4	12
COc1cccc(-c2cc(C(=O)N3CCCCCC3)no2)c1	-1	-0.9	-15	-3.5	105	-4	6	-4	30
CCOc1ccc(S(=O)(=O)N2CCN(C(=O)c3cc4c(s3)CCCC4)CC2)cc1	-1	-0.9	-8	-1.3	98	-6	-3	-5	19
COc1ccc2[nH]c3c(C)c4ccncc4c(C)c3c2c1	53*	3.1	77*	0.2	177*	3	42*	18	55*
CC(=O)c1c(C)nc(-c2ccccc2)nc1NC(=O)C(C)C	1	-1.4	-6	-2.6	96	4	5	14	7
c1ccc(-c2nc3ccccc3[nH]2)cc1	8	-1.6	0	-3.1	108	3	-2	6	5
CCOC(CNC(=O)Cn1nc(Cc2ccncc2)c2ccccc2c1=O)OCC	2	-0.3	-13	-0.2	111	-17	8	21	11
O=C(NNC1=Nc2cccc3cccc1c23)c1ccc(Br)cc1	-2	-3.1	-5	-2.3	92	3	-2	27	-4
COc1ccccc1NC(=O)CC1C(=O)NCCN1C(=O)Nc1ccc(Cl)c(Cl)c1 (stereo not drawn)	0	-0.8	-3	-1.1	94	3	-16	-18	-9
COc1ccccc1NC(=O)CN1CCC(n2c(C)nc3cc(F)ccc32)CC1	-16	-2.8	-26	-1.8	2.0*[inhibitor]	3	5	-4	-7
Cc1ccsc1C(=O)OCc1nc2ccccc2c(=O)[nH]1	-4	-0.2	-12	-0.1	85	4	6	-1	2
COc1ccc([N+](=O)[O-])cc1NC(=O)c1csc(C)c1	5	-1.0	1	-0.8	106	0	9	-3	19
COc1cc(NC(=S)NCc2ccco2)cc(OC)c1	1	-1.5	-2	-0.9	101	-1	4	10	17
Cc1ccc(NC(=O)Nc2ccc(F)cc2F)c(OC(F)F)c1	-6	-3.3	4	-3.8	91	0	0	9	3
CCCn1c(SCC(=O)NCc2ccco2)nnc1C(C)C	5	0.6	-12	-2.3	104	3	-3	10	7
COC(=O)CCC(=O)Nc1cccc(Cl)c1	-8	-1.6	-1	-1.4	89	-5	-4	8	0
Cc1cn(C2OC[C@@H](O)[C@@H]2CO)c(=O)[nH]c1=O (stereo partly drawn)	1	-0.8	2	-1.0	102	-3	0	-3	-44
CC(=O)NC12CC3CC(C1)CC(C(=O)OCC(=O)Nc1ncc(Cl)c(C)c1Cl)(C3)C2	-3	-2.4	-27	-1.3	91	4	7	23	-1
O=S(=O)(/N=C(/c1ccc(F)cc1)N1CCCCC1)c1ccc(Cl)cc1	10	0.3	-24	-0.6	99	-2	-9	6	27
COc1ccc(CNc2cc(C)ccn2)cc1	0	1.7	-3	2.6	103	-6	18	6	32
CCn1c(/C=N/Nc2ccc(C(=O)O)cc2)nc2ccccc21	0	-1.9	-3	-2.1	107	1	13	11	37
O=C(NC1CC1)c1ccc(C2SCC(=O)N2Cc2ccccc2)cc1 (stereo not drawn)	4	-1.9	-17	-2.6	100	5	5	12	3
O=S(=O)(Nc1cccc(-c2cn3c(n2)SCC3)c1)c1ccccc1F	9	0.1	-12	-1.3	113	-9	6	10	6
CCOc1ccc(NC(=O)CCC(=O)N/N=C(\C)c2cccs2)cc1	3	-1.7	-20	-1.4	99	-8	5	14	15
Cc1ccc(C(=O)NCCc2nnc3ccc(SCC(=O)Nc4ccccc4C)nn23)cc1	5	-0.8	-30	-2.8	112	9	24	13	22
CCN(CC)S(=O)(=O)c1cccc(NC(=O)/C=C/c2ccc([N+](=O)[O-])cc2)c1	17	-3.1	0	-2.7	103	2	-3	-7	27

Quoted from the listing.
Result for COC(=O)CCC(=O)Nc1cccc(Cl)c1 in MEKK2 WT-MEK5: 89
Result for Cc1cn(C2OC[C@@H](O)[C@@H]2CO)c(=O)[nH]c1=O (stereo partly drawn) in IMP-1 inh: -1.0
Result for COc1ccccc1NC(=O)CN1CCC(n2c(C)nc3cc(F)ccc32)CC1 in PfM18AAP inh: 3

Continuation.
SMILES	MEKK2 mut-MEK5	VIM-2 inh	DNA FID counter	IMP-1 inh	MEKK2 WT-MEK5	PfM18AAP inh	HCV NS3 hel inh	UBC9 SUMO inh	NALP1 inh
Cc1nn(CC2CC2)c(=O)n1N(C)c1ncc(C(F)(F)F)cc1Cl	1	-1.9	-4	-2.2	101	1	-5	-6	2
CCCNC(=O)CSc1nccn1Cc1ccco1	-3	1.5	-6	-0.8	87	0	2	-2	-2
O=C(/C=C/c1ccco1)OCC1CCCN2CCCCC12 (stereo not drawn)	3	-5.5	12	-3.0	105	2	2	8	18
Cn1c(=O)cc(OCC(=O)NCc2cccs2)c2ccccc21	-12	-0.9	-8	-3.4	96	0	-12	-2	-9
CCCCn1nnnc1NCc1cc(OC)c(OC)c(OC)c1	3	-2.8	-5	-1.7	106	-1	-7	2	-4
N#CCC(=O)NC(=O)NCC1CC1	2	-3.5	-4	-2.0	96	4	3	6	13
O=S(=O)(Nc1nc2ccccc2nc1Cl)c1ccccc1	0	0.9	-2	1.1	98	1	2	8	19
Cc1ccccc1CSc1nc(-c2ccccc2)cc(=O)[nH]1	13	-1.1	3	-4.5	100	0	6	21	29
Cc1onc(-c2ccccc2Cl)c1C(=O)N1C=CC(C(F)(F)Cl)=NCC1	-1	-6.1	0	-2.0	101	-10	-1	-13	-7
COc1cc(C(=O)N2CCN(C3CCCCC3)CC2)cc(OC)c1OC	2	-2.5	-5	0.6	106	-5	7	14	8
O=C(Nc1ccc(Cl)cc1)Nc1nnc(CSc2ccc(Cl)cc2)s1	7	-2.5	-5	-1.5	96	-9	-4	-16	6
Brc1ccc(/C=N/c2nc3ccccc3n2CCN2CCOCC2)cc1	1	-0.5	-3	-3.3	101	2	-2	1	23
COc1ccc2c(c1)c1ncn(Cc3ccco3)c(=O)c1n2C	-2	1.1	-16	-4.9	94	-143	33	6	19
O=C(c1ccc(F)cc1)N(C(=O)c1ccc(F)cc1)c1ncccn1	-9	0.1	-11	-1.1	81	0	4	-8	-6
COc1cc2nc(CC(C)C)n(NC(=O)c3ccccc3Br)c(=O)c2cc1OC	-6	-1.7	-19	-1.2	96	-4	19	7	-4
O=C(C1CC1)N1CCc2cc(S(=O)(=O)NC3CCN(Cc4ccccc4)CC3)ccc21	.	-0.7	4	-0.5	.	3	-2	-5	16
Cc1ncc([N+](=O)[O-])n1CC(=O)Nc1ccccc1F	4	-1.1	-2	-1.6	103	2	3	0	14
O=C(Nc1ccc([N+](=O)[O-])cc1)N1CCc2ccccc2C1	4	-1.1	1	-5.4	104	2	-1	10	3
CC(O)CNCc1cccc2ccccc12 (stereo not drawn)	1	-1.7	0	-2.5	97	-11	6	-6	2
Cc1cc(C(=O)CSCCCn2c(=O)[nH]c3ccccc32)c(C)n1C	-3	-1.1	-22	-0.8	96	-4	0	2	.
COc1cc(OC)cc(C(=O)NCC(=O)N2CCCCC2)c1	6	-1.8	-2	-0.7	109	2	1	11	11
